Screening results deposited in PubChem by several laboratories.
MC4R ag barr: MC4R agonists recruiting beta-arrestin, primary screen, cell-based, luminescence, agonist arm of biased-ligand search; activation, % at 8.9 µM; U2OS MC4R beta-arrestin complementation; percent of melanotan II response, DMSO zero; AID 540308, 2011; actives 0.98% (n = 360,000);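 active = activation above a per-plate cutoff, the mean activation of sample wells on that plate plus 3 SD, cut at about 8% in these data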
LRH-1 inv ag: LRH-1 (NR5A2) inverse agonists, primary screen, cell-based, luminescence, HEK293T, StAR-luciferase reporter. LRH-1 transfected, 24 h. actives 0.13% (n = 360,000). inhibition, % at 3.6 µM. AID 602396, 2012;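 active = inhibition above the mean inhibition of all tested compounds plus 3 SD, cut at about 73% in these data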;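 note: 0% = DMSO wells and 100% = reporter-only cells lacking LRH-1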
COUP-TFII inh: NR2F2 transcriptional activity inhibitors, primary screen, cell-based, luciferase reporter, HEK293T, luminescence. actives 0.7% (n = 370,000). COUP transcription factor 2 (Homo sapiens), P24468. inhibition, % at 8.6 µM. HEK293T NGFI-A luciferase reporter. AID 686940, 2013;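 active = inhibition above a per-plate cutoff, mean inhibition of test wells between control levels plus 3 SD, cut at about 38% in these data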;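 note: cells cotransfected with COUP-TFII expression vector driving the NGFI-A reporter; 0% = median of COUP-TF2 test wells and 100% = reporter-only cells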
MC4R antag cAMP: MC4R antagonists of cAMP signaling, primary screen, cell-based, TR-FRET, antagonist arm of biased-ligand search; Melanocortin receptor 4 (Homo sapiens), P32245; MC4R-expressing cells, MTII-stimulated cAMP, LANCE TR-FRET; inhibition, % at 6.5 µM; actives 0.48% (n = 360,000); AID 540295, 2011;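 active = inhibition above its plate's cutoff, the mean of tested wells on that plate plus 3 SD, cut at about 29% in these data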;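 note: 0% = Melanotan II alone and 100% = Melanotan II plus saturating MCL0020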
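system = U2OS cells with stable human MC4R expression | also added = Melanotan II challenge after compound preincubation | dosing = one concentration, 6.5 µM nominal | incubation = compound 30 min, challenge 1 h, detection 1 h | measured by = TR-FRET with Eu-cAMP and labeled anti-cAMP, 671 nm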
TLR9-MyD88 inh: inhibitors of TLR9-MyD88 association in cells, primary screen, cell-based, CHO, BLA complementation, fluorescence; actives 0.21% (n = 340,000); Toll-like receptor 9 (Homo sapiens) + Myeloid differentiation primary response protein …; AID 504734, 2011; CCF4 FRET ratio; inhibition, % at 4.98 µM;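 active = inhibition above the mean over all tested compounds plus 3 SD, cut at about 21% in these data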;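 note: 0% = DMSO only wells and 100% = clavulanate BLA inhibitor control wells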
ABHD5 PLIN5 PPI: ABHD5-PLIN5 interaction inhibitors, primary screen, cell lysate, split luciferase complementation, luminescence; AID 602281, 2012; Split G. princeps luciferase complementation, 4 h; inhibition, % at 4 µM; actives 0.78% (n = 360,000);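 active = inhibition above the mean inhibition across every tested compound plus 3 SD, cut at about 22% in these data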;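 note: 0% = DMSO only wells and the 100% control is not disclosed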
SRC3 inh: SRC3 coactivator transcriptional activity inhibitors, primary screen, cell-based, luminescence; Nuclear receptor coactivator 3 (Homo sapiens), Q9Y6Q9; HEK293 GAL4-SRC3 luciferase reporter; inhibition, % at 3.6 µM; actives 0.17% (n = 360,000); AID 588352, 2011;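 active = inhibition above a per-campaign cutoff, the mean of all compounds plus 3 SD, cut at about 60% in these data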;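 note: 0% = DMSO-treated cells and 100% = gossypol-treated cells at 36 µM; higher means less SRC3-driven luciferase light from the GAL4 reporter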
NCOA2 inhibitor: inhibition of GAL4-SRC2 driven luciferase reporter, primary screen, SRC2 inhibitor project, cell-based, luminescence; inhibition, % at 9 µM; Nuclear receptor coactivator 2 (Homo sapiens), Q15596; HEK293 GAL4-SRC2 luciferase reporter; actives 0.17% (n = 370,000);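 active = inhibition above the mean inhibition of all tested compounds plus 3 SD, set per campaign, cut at about 52% in these data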;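 note: 0% = DMSO treated cells and 100% = cells given Gossypol at 36 µM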
NCOA1 inh: SRC1 coactivator transcriptional activity inhibitors, primary screen, cell-based, luminescence. Nuclear receptor coactivator 1 (Homo sapiens), Q15788. HEK293 GAL4-SRC1 luciferase reporter. inhibition, % at 3.6 µM. actives 0.12% (n = 360,000);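 active = inhibition above the campaign mean plus 3 SD, with each screening campaign given its own cutoff, cut at about 60% in these data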;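 note: 0% = DMSO treated cells and 100% = gossypol at 36 µM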
LMP1 NFkB inh: EBV LMP1-driven NF-kappaB luciferase reporter inhibitors, primary screen, cell-based, luminescence, single point | inhibition, % at 12.5 µM | actives 0.69% (n = 350,000) | LMP1-induced NF-kappaB luciferase reporter cells; in the data active = inhibition above about 41%;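 note: 0% = neutral control wells and 100% = reference inhibitor control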
NOD2-RIPK2 inh: NOD2-RIPK2 binding disruptors in cells, primary screen, fluorescence, CHO cells, BLA complementation | Receptor-interacting serine/threonine-protein kinase 2 (Homo sapiens), O43353 | CCF4 ratio | inhibition, % at 4.98 µM | actives 0.38% (n = 360,000); in the data active = inhibition above about 21%;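 note: 0% = vehicle only and 100% = reference blocker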
Numbers without * were called inactive; . = not tested or not shown.

Start of the data: the first 5 compounds, to show the layout:
SMILES | MC4R ag barr | LRH-1 inv ag | COUP-TFII inh | MC4R antag cAMP | TLR9-MyD88 inh | ABHD5 PLIN5 PPI | SRC3 inh | NCOA2 inhibitor | NCOA1 inh | LMP1 NFkB inh | NOD2-RIPK2 inh
CCOC(=O)CC(=O)CSc1nnc2c(n1)[nH]c1ccccc12 | -1.0 | -51 | -19 | 11 | 2 | 1 | -27 | -43 | -43 | -12 | -2
Cn1c(=O)c(C(=O)CCl)c(N)n(CC2CC2)c1=O | 0.2 | 0 | . | 6 | 0 | -16 | -11 | . | -4 | 5 | 2
CCOC(=O)c1c(C)oc2ccc(OC(=O)c3cccs3)cc12 | 1.1 | -36 | 0 | 6 | 1 | -4 | 3 | -25 | 12 | -5 | 8
C[C@H](CO)N1C[C@H](C)[C@H](CN(C)CC2CC2)Oc2ccc(NC(=O)CCN3CCOCC3)cc2C1=O | 0.1 | 11 | -21 | 1 | 9 | 3 | 15 | -10 | -5 | -7 | 4
O=C(O)c1ccc(NC(=O)c2ccco2)c(NC(=O)c2ccco2)c1 | 0.3 | -9 | 1 | 24 | 2 | -3 | -1 | 13 | -17 | -2 | -1

Results (from the top)
SMILES | MC4R ag barr | LRH-1 inv ag | COUP-TFII inh | MC4R antag cAMP | TLR9-MyD88 inh | ABHD5 PLIN5 PPI | SRC3 inh | NCOA2 inhibitor | NCOA1 inh | LMP1 NFkB inh | NOD2-RIPK2 inh
CCOC(=O)CC(=O)CSc1nnc2c(n1)[nH]c1ccccc12 | -1.0 | -51 | -19 | 11 | 2 | 1 | -27 | -43 | -43 | -12 | -2
Cn1c(=O)c(C(=O)CCl)c(N)n(CC2CC2)c1=O | 0.2 | 0 | . | 6 | 0 | -16 | -11 | . | -4 | 5 | 2
CCOC(=O)c1c(C)oc2ccc(OC(=O)c3cccs3)cc12 | 1.1 | -36 | 0 | 6 | 1 | -4 | 3 | -25 | 12 | -5 | 8
C[C@H](CO)N1C[C@H](C)[C@H](CN(C)CC2CC2)Oc2ccc(NC(=O)CCN3CCOCC3)cc2C1=O | 0.1 | 11 | -21 | 1 | 9 | 3 | 15 | -10 | -5 | -7 | 4
O=C(O)c1ccc(NC(=O)c2ccco2)c(NC(=O)c2ccco2)c1 | 0.3 | -9 | 1 | 24 | 2 | -3 | -1 | 13 | -17 | -2 | -1
CC(C)c1ccc(NC(=O)CSc2ncccc2C(=O)Oc2cccc([N+](=O)[O-])c2)cc1 | 20* | -50 | -36 | -14 | 2 | -7 | -62 | -62 | -52 | -1 | -9
Cc1cccc(N2C(S)=C(C#N)C(=O)NC2c2ccco2)c1 (configuration not stated) | -2.9 | 6 | 11 | 5 | 0 | -11 | -2 | 5 | -11 | 2 | -9
CC1CCCCN1C(=O)CN1C(=O)CSc2ccc(S(=O)(=O)N3CCOCC3)cc21 (configuration not stated) | -3.5 | 1 | 3 | 0 | 1 | -3 | 25 | 5 | 5 | 2 | -4
O=[N+]([O-])c1cnccc1NC1CCCCC1 | -1.7 | 20 | -16 | -8 | 0 | 10 | 13 | 8 | 9 | 5 | -10
COc1ccc(C(=O)NC2CCN(S(=O)(=O)c3ccc(F)cc3)CC2)cc1 | -0.4 | 7 | -27 | 6 | 10 | -1 | 7 | -2 | 6 | -4 | -7
O=C(CSc1nc2ccccc2o1)N1CCCC1 | -2.5 | 1 | 4 | 0 | 10 | -1 | 4 | -12 | -10 | 10 | 6
COc1cc2nc(NC(=O)c3ccc(F)cc3Cl)sc(=O)c2cc1OC | -0.7 | 10 | . | 6 | 4 | 1 | 4 | . | -4 | 3 | 1
COc1ccc(OC)c(C2C3=C(CC(C)(C)CC3=O)Nc3nnnn32)c1 (configuration not stated) | 3.9 | 22 | 10 | -6 | 4 | 12 | 26 | -13 | 16 | -1 | -4
Clc1nc(Cl)nc(N(c2ccccc2)c2ccccc2)n1 | -1.0 | 17 | 1 | 0 | -7 | 5 | 19 | 12 | -2 | -4 | -12
Cc1cc(C(=O)N2CCC2(C)C(=O)NCc2cccc3ccccc23)nn1C (configuration not stated) | -0.2 | -7 | 14 | 12 | . | 4 | -13 | -11 | -9 | . | 1
Cc1nc(NC(=O)c2cc3c(s2)CCCCC3)sc1C(=O)N(C)C | -2.4 | -64 | -21 | 14 | -8 | -3 | -75 | -57 | -65 | -13 | -7
Cc1ccccc1C1=NC(C(F)(F)F)(C(F)(F)F)c2c(n(C)c(=O)n(C)c2=O)N1 | -1.3 | 11 | -10 | -9 | 6 | -2 | 15 | 12 | 6 | -7 | -4
COC(=O)/C(=C\Nc1ccc(Cl)c2ccccc12)c1ncc(C(F)(F)F)cc1Cl | -2.0 | 0 | . | 0 | 4 | -5 | 15 | . | -9 | 5 | 9
CCN(C(=O)CN1CCN(C)CC1)c1cccc2ccccc12 | 0.3 | -2 | -5 | 6 | -3 | -4 | 7 | 3 | -3 | 5 | -8
Cc1ccc(NC(=O)C2CCN(S(=O)(=O)c3ccc4c(c3)CC(C)N4C(=O)C3CCC3)CC2)nc1 (configuration not stated) | -0.9 | 18 | 45* | 9 | -6 | -6 | -5 | -20 | 23 | 26 | -10
CCCN(CCC)C(=O)c1cc2c(=O)[nH]c3ccc(C)cc3c2s1 | 1.2 | 9 | 5 | 15 | 7 | -1 | 12 | -16 | 3 | 3 | -4
CCOC(=O)c1cc(-c2ccc(OC)cc2)nn1-c1ccccc1C(=O)O | -1.2 | 6 | 8 | 0 | -6 | 0 | 9 | -10 | -2 | -1 | -11
COc1ccc(N2C(=O)CC(Sc3nnc(-c4ccccc4F)n3C)C2=O)cc1 (configuration not stated) | -3.1 | -7 | -6 | 3 | -7 | -2 | 7 | -4 | -10 | -7 | -12
COCc1cc(C)nc(SCC(=O)Nc2ccc3c(c2)n(C)c(=O)n3C)c1C#N | -1.2 | -8 | 9 | -1 | 1 | 11 | 18 | 5 | -4 | -5 | -13
CCC(=O)Nc1nnc(C)s1 | -0.7 | -11 | -6 | 6 | 12 | 0 | -3 | 0 | 9 | 3 | -6
N#C/C(=C\c1ccccc1O)C(=O)Nc1cccnc1 | -0.9 | -67 | -2 | 14 | -5 | 5 | -82 | -62 | -77 | -13 | -10
CC(C)Nc1nc(Nc2ccc(Cl)cc2F)c2sccc2n1 | -0.9 | 23 | 27 | 2 | . | -3 | 7 | 4 | 14 | . | -2
CC(C(=O)O)n1cnc2sc3c(c2c1=O)CCCC3 (configuration not stated) | -2.9 | 8 | 15 | -8 | -3 | -3 | 16 | -2 | -29 | 1 | -12
CCOCCn1c(CN2CCN(c3cccc(Cl)c3)CC2)nc2c1c(=O)n(C)c(=O)n2C | 1.9 | -17 | 7 | -1 | 1 | -9 | -41 | 18 | -26 | 10 | -8
Oc1ccc(-c2n[nH]c(=S)n2-c2ccc3c(c2)OCCO3)cc1 | -1.7 | 1 | -5 | 3 | 0 | -1 | -18 | -29 | -2 | -5 | -14

Single entries from the results shown.
CC(C(=O)O)n1cnc2sc3c(c2c1=O)CCCC3 (configuration not stated) in COUP-TFII inh shows 15
Cc1ccc(NC(=O)C2CCN(S(=O)(=O)c3ccc4c(c3)CC(C)N4C(=O)C3CCC3)CC2)nc1 (configuration not stated) in ABHD5 PLIN5 PPI shows -6
COC(=O)/C(=C\Nc1ccc(Cl)c2ccccc12)c1ncc(C(F)(F)F)cc1Cl in NOD2-RIPK2 inh shows 9

Following part
SMILES | MC4R ag barr | LRH-1 inv ag | COUP-TFII inh | MC4R antag cAMP | TLR9-MyD88 inh | ABHD5 PLIN5 PPI | SRC3 inh | NCOA2 inhibitor | NCOA1 inh | LMP1 NFkB inh | NOD2-RIPK2 inh
C=C(C)Cn1c(N2CC(C)CC(C)C2)nc2c1c(=O)[nH]c(=O)n2C (configuration not stated) | -0.5 | 19 | -12 | -5 | -1 | 2 | 3 | 0 | -5 | -7 | 0
CCN(Cc1ccccc1)S(=O)(=O)c1cc(C(=O)NC(C)C2CC3CCC2C3)ccc1OC (configuration not stated) | -2.0 | -9 | 20 | 6 | -3 | -3 | -45 | 3 | 8 | 21 | -5
COC(=O)c1cc(Nc2cc(C)c3ccc(O)cc3n2)cc(C(=O)OC)c1 | 2.6 | 22 | 11 | -16 | -12 | -5 | 0 | 28 | -1 | 1 | 7
CC(C)(C)n1nnnc1C(c1ccccc1)N1CCN(c2ccc(C(F)(F)F)cn2)CC1 (configuration not stated) | . | -5 | 12 | . | . | -1 | . | -12 | . | . | 1
O=C(NCCc1ccc(Cl)cc1)c1cccc(S(=O)(=O)N2CCCC2)c1 | 2.1 | 3 | 13 | 2 | -7 | -7 | 16 | -17 | -2 | -14 | 7
Cn1cc(C(=O)NS(=O)(=O)Nc2ccc(Br)cn2)c2ccccc21 | 1.9 | -12 | -32 | -6 | -3 | 8 | -4 | -38 | -14 | -3 | -11
O=C(CS(=O)(=O)Cc1ccccc1)N1CCN(C(=O)c2ccco2)CC1 | -2.8 | 17 | 0 | 16 | -1 | 3 | -4 | -2 | 12 | 4 | 1
O=C(Nc1nc(-c2ccccc2)cs1)c1cccc(S(=O)(=O)N2CCN(Cc3ccccc3)CC2)c1 | -0.6 | 6 | -9 | -3 | 3 | 5 | 18 | -9 | -13 | 1 | -4
Cc1cc(CN2C(=O)c3ccccc3C2=O)on1 | -0.3 | -6 | -11 | 14 | -3 | 3 | 5 | -1 | -13 | -1 | -2

This is a subset; rates above refer to the full screens.
